miR-122 sensor: inhibitors of miR-122 in Huh7 cells. Huh7 miR-122 Renilla luciferase sensor, 48 h; neutral wells = 0, positive control = 100. activation (reporter increase), % at 12.5 µM. 340,000 compounds, 0.3% hits;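 active = mean replicate activation score at least 90 and every replicate individually at or above 90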;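 also: higher luciferase means less miR-122 activity so hits act as miR-122 inhibitors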
F508del corr: CFTR F508del correction in bronchial cells. CFBE cells, YFP halide quenching; stimulated with forskolin plus potentiator P3; % fluorescence drop versus neutral controls. activity (quench increase), % at 7.58 µM. 350,000 compounds, 0.36% hits. AID 720511;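 active = mean added fluorescence quench of at least 8% versus neutral control, with both replicates also reaching 8%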;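 also: cells transiently co-express mutant CFTR-F508del with the halide-sensitive YFP; corrector assay measuring rescue of mutant channel to the surface after 24 h compound exposure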
An asterisk follows results filed as active; [ ] = another dose, or the depositor's remark. These rows are one share of the data. The share of hits here may be higher or lower than overall.

SMILES	miR-122 sensor	F508del corr
CCCN(C)C[C@H]1OCCCC[C@H](C)Oc2ccc(NC(=O)c3ccncc3)cc2C(=O)N([C@H](C)CO)C[C@H]1C	-3[16.7 µM]	-0.8
CNC[C@@H]1OCCCC[C@H](C)Oc2ccc(NC(=O)Nc3ccccc3)cc2C(=O)N([C@H](C)CO)C[C@@H]1C	-1[16.7 µM]	1.8
C[C@@H]1CN([C@@H](C)CO)C(=O)c2cc(NS(=O)(=O)c3ccccc3)ccc2O[C@@H]1CN(C)C(=O)Nc1ccc(C(F)(F)F)cc1	-5[16.7 µM]	2.5
CCCN(C)C[C@H]1Oc2ncc(C#Cc3ccccc3OC)cc2C(=O)N([C@@H](C)CO)C[C@H]1C	-1[16.7 µM]	0.4
COc1ccc(S(=O)(=O)N(C)C[C@H]2Oc3c(NC(=O)Nc4c(C)noc4C)cccc3C(=O)N([C@@H](C)CO)C[C@@H]2C)cc1	-1[16.7 µM]	1.7
CC(C)C#Cc1ccc([C@H]2[C@H](CO)N3CCCCN(S(=O)(=O)Cc4ccccc4)C[C@@H]23)cc1	-1[16.7 µM]	-3.5
Cc1noc(C)c1NC(=O)Nc1ccc2c(c1)C(=O)N([C@@H](C)CO)C[C@H](C)[C@@H](CN(C)CC1CCCCC1)O2	27[16.7 µM]	1.9
CCCNC(=O)Nc1ccc2c(c1)C(=O)N(C)C[C@@H](OC)[C@@H](C)CN(C(=O)CC)[C@@H](C)CO2	11[16.7 µM]	0.2
COc1ccc(-c2cnc3c(c2)C(=O)N([C@H](C)CO)C[C@H](C)[C@@H](CN(C)S(=O)(=O)c2ccc(OC)cc2)O3)cc1	23[16.7 µM]	-1.9
Cc1ccc(-n2c3nc(=O)[nH]c(=O)c-3cc3cc([N+](=O)[O-])ccc32)cc1	-4	0.7
O=C(NCc1ccc(F)cc1)c1ccc2c(c1)S(=O)(=O)c1ccccc1C2=O	-8	1.1
CCCNC(=O)Nc1ccc2c(c1)C(=O)N(C)C[C@@H](OC)[C@H](C)CN(Cc1ccccc1)[C@H](C)CO2	0[16.7 µM]	0.4
Cc1ccc(S(=O)(=O)Nc2ccc3c(c2)C(=O)N([C@@H](C)CO)C[C@@H](C)[C@H](CN(C)Cc2ccc(C(F)(F)F)cc2)O3)cc1	2[16.7 µM]	1.8
C[C@@H]1CN([C@H](C)CO)C(=O)CCCn2cc(nn2)CO[C@H]1CN(C)Cc1ccncc1	0[16.7 µM]	-4.6
C[C@@H]1CCCCO[C@@H](CN(C)C(=O)CCC(F)(F)F)[C@H](C)CN([C@H](C)CO)C(=O)c2cc(N(C)C)ccc2O1	-1[16.7 µM]	-0.3
C[C@@H]1CCCCO[C@@H](CN(C)Cc2ccncc2)[C@H](C)CN([C@H](C)CO)C(=O)c2cc(NC(=O)CCCN(C)C)ccc2O1	-6[16.7 µM]	-1.3
CC(=O)N(C)C[C@H]1Oc2cc(C#CC3CC3)ccc2S(=O)(=O)N([C@@H](C)CO)C[C@H]1C	-8[16.7 µM]	-3.7
C[C@H](CO)N1C[C@H](C)[C@H](CN(C)Cc2cccc(C(F)(F)F)c2)Oc2ncccc2C1=O	-2[16.7 µM]	0.2
CCC(=O)Nc1ccc2c(c1)C(=O)N(C)C[C@H](OC)[C@H](C)CN(CC1CCOCC1)[C@H](C)CO2	13[16.7 µM]	-1.5
Cc1ccc(-c2ccc3c(c2)O[C@H](CN(C)C(=O)C2CCCCC2)[C@@H](C)CN([C@@H](C)CO)S3(=O)=O)cc1	19[16.7 µM]	-1.7

No new results follow: entries from further up.
SMILES	miR-122 sensor	F508del corr
CCC(=O)Nc1ccc2c(c1)C(=O)N(C)C[C@H](OC)[C@H](C)CN(CC1CCOCC1)[C@H](C)CO2	13[16.7 µM]	-1.5
Cc1ccc(-c2ccc3c(c2)O[C@H](CN(C)C(=O)C2CCCCC2)[C@@H](C)CN([C@@H](C)CO)S3(=O)=O)cc1	19[16.7 µM]	-1.7

(next part)
SMILES	miR-122 sensor	F508del corr
COc1ccc(NC(=O)Nc2cccc3c2O[C@@H](CN(C)Cc2ccc(Cl)c(Cl)c2)[C@H](C)CN([C@@H](C)CO)C3=O)cc1	21[16.7 µM]	1.0
COc1ccc(S(=O)(=O)N2CCCCN3[C@@H](CO)[C@@H](c4ccc(C#CCC(C)C)cc4)[C@@H]3C2)cc1	-3[16.7 µM]	-0.7
C[C@@H]1CN([C@H](C)CO)C(=O)Cc2cc(NC(=O)Nc3ccc4c(c3)OCO4)ccc2O[C@@H]1CN(C)S(=O)(=O)c1cn(C)cn1	11[16.7 µM]	-4.8
C[C@@H]1CN([C@H](C)CO)C(=O)CCCn2cc(nn2)CO[C@@H]1CN(C)C(=O)C1CC1	0[16.7 µM]	-2.0
CC(C)NC(=O)N(C)C[C@H]1Oc2ccc(NS(=O)(=O)c3cccs3)cc2C(=O)N([C@H](C)CO)C[C@H]1C	-1[16.7 µM]	-2.7
C[C@H](CO)N1C[C@H](C)[C@H](CN(C)Cc2ccccc2)OCc2cn(nn2)CCCC1=O	5[16.7 µM]	-0.3
CCC(=O)Nc1ccc2c(c1)C(=O)N(C)C[C@H](OC)[C@H](C)CN(Cc1cncnc1)[C@H](C)CO2	-9[16.7 µM]	-0.9
Cc1ccc(S(=O)(=O)Nc2ccc3c(c2)C(=O)N([C@H](C)CO)C[C@@H](C)[C@@H](CN(C)Cc2ccc(C(F)(F)F)cc2)O3)cc1	-17[16.7 µM]	4.6
C[C@H](CO)N1C[C@H](C)[C@H](CN(C)C(=O)C2CCCCC2)Oc2ncc(C#CC3CC3)cc2C1=O	6[16.7 µM]	0.0
CCC(=O)N1C[C@H](C)[C@@H](OC)CN(C)C(=O)c2ccc(NC(=O)C3CCOCC3)cc2OC[C@H]1C	-5[16.7 µM]	1.0
C[C@H](CO)N1C[C@H](C)[C@H](CN(C)Cc2ccc(C(F)(F)F)cc2)Oc2ccc(NS(=O)(=O)c3ccc(Cl)cc3)cc2C1=O	-9[16.7 µM]	3.5
C[C@H](CO)N1C[C@H](C)[C@@H](CN(C)S(=O)(=O)c2cn(C)cn2)Oc2c(NS(=O)(=O)c3ccc(Cl)cc3)cccc2C1=O	-1[16.7 µM]	1.0
CCC(=O)Nc1ccc2c(c1)OC[C@H](C)N(CC1CCCCC1)C[C@H](C)[C@@H](OC)CN(C)C2=O	-8[16.7 µM]	-0.7
C[C@@H]1CN([C@@H](C)CO)C(=O)c2cc(NS(=O)(=O)c3ccccc3)ccc2O[C@@H]1CN(C)S(=O)(=O)c1ccc(Cl)cc1	34[16.7 µM]	-1.0
COc1cccc(SCc2noc(C(=O)NCCN(C)C)c2C(=O)NCCN(C)C)c1	-7	-0.3
C[C@@H]1CN([C@@H](C)CO)S(=O)(=O)c2ccc(-c3ccc(F)cc3)cc2O[C@H]1CN(C)Cc1cccc(F)c1	-5[16.7 µM]	4.8
CC(C)C#Cc1ccc2c(c1)O[C@H](CN(C)C(=O)C1CCC1)[C@H](C)CN([C@@H](C)CO)S2(=O)=O	-5[16.7 µM]	-0.8
CC(=O)NC[C@@H]1[C@@H](c2ccc(-c3cccc(F)c3)cc2)[C@@H](CO)N1C(C)=O	-6[16.7 µM]	0.1
CCOC(=O)c1ccc(N2C(=O)c3n[nH]c(-c4ccco4)c3C2c2cccc([N+](=O)[O-])c2)cc1 (configuration not stated)	69	-1.4
CC(C)NC(=O)N(C)C[C@@H]1Oc2c(NS(=O)(=O)c3cccs3)cccc2C(=O)N([C@@H](C)CO)C[C@@H]1C	-3[16.7 µM]	0.3

3 compounds from above, ordered by formula weight, high to low:
SMILES	miR-122 sensor	F508del corr
CCCN(C)C[C@H]1OCCCC[C@H](C)Oc2ccc(NC(=O)c3ccncc3)cc2C(=O)N([C@H](C)CO)C[C@H]1C	-3[16.7 µM]	-0.8
C[C@@H]1CN([C@@H](C)CO)S(=O)(=O)c2ccc(-c3ccc(F)cc3)cc2O[C@H]1CN(C)Cc1cccc(F)c1	-5[16.7 µM]	4.8
C[C@@H]1CN([C@H](C)CO)C(=O)CCCn2cc(nn2)CO[C@H]1CN(C)Cc1ccncc1	0[16.7 µM]	-4.6

The listing continues:
SMILES	miR-122 sensor	F508del corr
CCCN1C[C@@H](C)[C@H](OC)CN(C)C(=O)c2cc(NC(=O)Nc3cccc(OC)c3)ccc2OC[C@H]1C	6[16.7 µM]	1.0
Cc1ccc(S(=O)(=O)Nc2ccc3c(c2)C(=O)N([C@@H](C)CO)C[C@H](C)[C@H](CN(C)C(=O)Nc2ccc4c(c2)OCO4)O3)cc1	-3[16.7 µM]	4.9
CO[C@@H]1CN(C)C(=O)c2ccc(NC(=O)c3ccccc3F)cc2OC[C@H](C)N(C)C[C@H]1C	-3[16.7 µM]	-0.3
CCOC(=O)c1c(/N=C/C2C(=O)CC(C)(C)CC2=O)sc(C)c1C	-4	0.0
CCCC(=O)Nc1ccc2c(c1)C(=O)N(C)C[C@H](OC)[C@H](C)CN(CC1CCOCC1)[C@@H](C)CO2	12[16.7 µM]	-2.7
C[C@@H]1CN([C@@H](C)CO)C(=O)c2cc(NS(=O)(=O)c3ccccc3)ccc2O[C@@H]1CN(C)S(=O)(=O)c1ccc(F)cc1	20[16.7 µM]	-4.3
CCCNC(=O)Nc1ccc2c(c1)C(=O)N(C)C[C@@H](OC)[C@H](C)CN(C(=O)CC)[C@@H](C)CO2	-2[16.7 µM]	-2.6
O=C(C[C@@H]1C[C@H]2c3cc(NS(=O)(=O)c4ccc(F)cc4)ccc3O[C@H]2[C@@H](CO)O1)NCc1cccnc1	3[16.7 µM]	2.0
C[C@@H]1CCCCO[C@H](CN(C)C)[C@@H](C)CN([C@@H](C)CO)C(=O)c2cc(NC(=O)c3ccncc3)ccc2O1	5[16.7 µM]	1.5
CCCC#Cc1ccc2c(c1)O[C@H](CN(C)S(=O)(=O)c1cccc(OC)c1)[C@H](C)CN([C@@H](C)CO)S2(=O)=O	12[16.7 µM]	3.7
CN1[C@@H]2c3ccc(-c4cncnc4)c(=O)n3C[C@@H]2[C@@H](CO)[C@@H]1C(=O)N1CCc2ccccc2C1	1[16.7 µM]	-1.7
CC1C=NC(S(=O)(=O)N2CC[C@@H]3[C@H]2c2cc(-c4ccc(F)cc4)ccc2N(C)[C@H]3CO)=N1 (some centres not stated)	14[16.7 µM]	-3.1
CCCN1C[C@@H](C)[C@@H](OC)CN(C)C(=O)c2ccc(NC(=O)c3ccc(F)cc3)cc2OC[C@@H]1C	-7[16.7 µM]	4.8
C[C@H]1CN([C@@H](C)CO)C(=O)c2cc(C#CC(C)(C)O)cnc2O[C@@H]1CN(C)Cc1cccc(F)c1	19[16.7 µM]	-0.8
NCCCC[C@@H](C(=O)N1CCNCC1)n1cc([C@@H](N)CO)nn1	0	-0.4
COc1ccccc1NC(=O)N[C@@H]1CC[C@H](CCNS(=O)(=O)c2ccccc2)O[C@H]1CO	-1[16.7 µM]	-1.2
CO[C@@H]1CN(C)C(=O)c2ccc(NS(=O)(=O)CC(F)(F)F)cc2OC[C@@H](C)N(C(=O)NC(C)C)C[C@H]1C	14[16.7 µM]	1.9
CCC(=O)N1CC[C@@H]2[C@H](CO)Nc3ccc(C#Cc4cccc(OC)c4)cc3[C@@H]21	7[16.7 µM]	-0.4
COc1ccc(C2/C=C\CN(C(=O)NC34CC5CC(CC(C5)C3)C4)CC(=O)N2Cc2ccc(F)cc2)cc1 (configuration not stated)	-6	-1.3
O=C(Nc1cccc(Cl)c1)N1C[C@@H]2[C@H](c3ccccc31)[C@H](CO)N2CC1CCCCC1	-20[16.7 µM]	1.4

Molecules above that contain an NH in an aromatic ring, in the order listed:
SMILES	miR-122 sensor	F508del corr
Cc1ccc(-n2c3nc(=O)[nH]c(=O)c-3cc3cc([N+](=O)[O-])ccc32)cc1	-4	0.7
CCOC(=O)c1ccc(N2C(=O)c3n[nH]c(-c4ccco4)c3C2c2cccc([N+](=O)[O-])c2)cc1 (configuration not stated)	69	-1.4

The listing continues:
SMILES	miR-122 sensor	F508del corr
CO[C@@H]1CN(C)C(=O)c2cc(NC(=O)NC(C)C)ccc2OC[C@H](C)N(CCC(F)(F)F)C[C@@H]1C	18[16.7 µM]	-1.8
CCCc1nc2c(s1)CCc1onc(-c3ccc(OC)cc3)c1-2	5	-0.6
CC(C)NC(=O)Nc1ccc2c(c1)CC(=O)N([C@H](C)CO)C[C@H](C)[C@@H](CN(C)S(=O)(=O)c1ccc(F)cc1)O2	-3[16.7 µM]	-1.9
C[C@H](CO)N1C[C@H](C)[C@@H](CN(C)Cc2ccccc2C(F)(F)F)OCc2cnnn2CCCC1=O	4[16.7 µM]	-0.5
O=C(Nc1ccc(F)cc1)N1C[C@@H]2[C@H](c3ccccc31)[C@@H](CO)N2C(=O)c1cccnc1	14[16.7 µM]	0.7
CCCN(C)C[C@H]1Oc2cc(C3=CCCCC3)ccc2S(=O)(=O)N([C@H](C)CO)C[C@@H]1C	12[16.7 µM]	-1.0
C[C@H]1CN([C@@H](C)CO)C(=O)c2cc(-c3cccnc3)cnc2O[C@@H]1CN(C)C(=O)C1CCCCC1	9[16.7 µM]	-2.9
CCCC#Cc1cnc2c(c1)C(=O)N([C@H](C)CO)C[C@@H](C)[C@H](CN(C)C(=O)C1CCCCC1)O2	0[16.7 µM]	-2.8
CN1C(=O)c2cc(NC(=O)Nc3ccccc3F)ccc2OC[C@@H]2O[C@H](CC(=O)NCCc3ccncc3)CC[C@H]21	-10[16.7 µM]	1.6
C[C@@H]1CN([C@H](C)CO)C(=O)c2cc(C#Cc3ccccn3)cnc2O[C@@H]1CN(C)CC1CCCC1	5[16.7 µM]	4.0
CNC[C@H]1OCCCC[C@@H](C)Oc2ccc(NC(=O)Nc3ccc(C(F)(F)F)cc3)cc2C(=O)N([C@H](C)CO)C[C@H]1C	-1[16.7 µM]	5.1
CC(=O)N(C)C[C@@H]1Oc2cc(C#CC3CC3)ccc2S(=O)(=O)N([C@H](C)CO)C[C@@H]1C	5[16.7 µM]	-1.3

Source: PubChem BioAssay (Broad Institute)
